Nrf2 inh: blocks Nrf2 signaling; A549 ARE-Fluc reporter, luciferase luminescence, 18-24 h; Potency, µM (series often up to 46 µM), for the others: at the highest dose activity change, negative = inhibition, usual class: inhibitors; 360,000 compounds, 2.1% hits; AID 504444; note: % is set by controls: 0 for no effect and ±100 for the full control effect; nearly all actives have a fitted effect of over 60% in size
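Two sequential reads on A549 ARE_Fluc cells exposed to compound for 18-24 h: a CellTiter-Fluor fluorescence read for viability, then a luciferase luminescence read for Nrf2/ARE activity.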
S2 tox: cell viability loss in ATXN counter-screen. S2 cells (HEK-293 line with an ATXN2-luciferase reporter) viability, CellTiter-Fluor protease fluorescence, 24 h. Potency, µM (titrated, usually from 56.7 µM), most hits filed as cytotoxic. 400,000 compounds, 0.49% hits. AID 651635; note: nearly all actives have a fitted effect of over 40% in size
Nrf2 ARE act: activators of Nrf2 (ARE) signaling | AREc32 ARE-luciferase reporter (MCF7-derived line), luminescence, 24 h | AID 624171 | 410,000 compounds, 0.31% hits | Potency, µM (doses to about 46.1 µM), without a hit: at the highest dose activation, actives largely listed as activators; note: % of control where 0% means no effect; nearly all actives have a fitted effect of over 65% in size
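Each well held 1000 AREc32 cells, which were incubated with compound for 24 hr at 37 deg C after overnight attachment, and ARE reporter activity was quantified by firefly luciferase luminescence.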
HepG2 tox: kills HepG2 cells in TGF-b inhibitor counter-screen | HepG2 CAGA-GFP viability, ATP luminescence, 18 h | Potency, µM (titrated, usually from 46.1 µM), inactives show at the highest dose activity change, negative = cytotoxicity, usual class: cytotoxic | 410,000 compounds, 0.76% hits | AID 588856; note: some results filed as inactive show a strong effect at the top dose
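CellTiter-Glo luminescence gave cytotoxicity after 18 hours at 37 degrees C. The cells were HepG2 CAGA-GFP in 1% FBS DMEM, stimulated with 500 pg/mL TGF-beta after compound addition. %Activity was normalised to no-cell wells (complete cell-killing) and DMSO (no toxicity), and curves were fitted and classified.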
A549 viability: counter-screen for Nrf2 inhibitors: cytotoxicity in A549 cells. Potency, µM (highest dose often 46 µM), inactives show at the top dose activity change, negative = cytotoxicity, usual class: inhibitors. A549 ARE-Fluc cells, CellTiter-Fluor viability, 18-24 h. 390,000 compounds, 0.16% hits; note: % is set by controls: 0 for no effect and ±100 for the full control effect
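A549 ARE-Fluc cells in 5% FBS OPTI-MEM, 5000 cells/well, rested 2 h then exposed to compounds in concentration-response for 18-24 h at 37 °C. Viability by CellTiter-Fluor fluorescence (Ex 405/Em 525) after 30 min; luciferase luminescence (BugLite, 15 min, RT) read afterwards.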
MCF10A rereplic: inducers of DNA re-replication in MCF 10A breast cells; MCF 10A DNA re-replication, Hoechst nuclear intensity, 48 h; Potency, µM (top dose mostly 46.1 µM), without a hit: at the highest dose activity, positive = re-replication, hits mostly activators; 350,000 compounds, 2.9% hits; note: % of control where 0% means no effect; nearly all actives have a fitted effect of over 50% in size
TGFb inhibitor: blocks TGF-b signaling; HepG2 CAGA-GFP TGF-b/SMAD3 reporter, GFP fluorescence, 18 h; TGF-beta stimulated, 500 pg/mL final; Potency, µM (titrated, usually from 46.1 µM), without a hit: top-dose activity, negative = inhibition, most hits filed as inhibitors; 410,000 compounds, 1.2% hits; AID 588855; note: % is set by controls: 0 for no effect and ±100 for the full control effect; nearly all actives have a fitted effect of over 65% in size
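First, reporter cells (HEPG2 CAGA-GFP) rested 2 h at 37 degrees C. Next, compounds were pinned in and TGF-beta added to 500 pg/mL final. After 18 h, GFP was imaged per cell and summed per well.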
ATXN2 expr inh: reduces ATXN2 reporter expression in HEK-293 cells | 360,000 compounds, 0.72% hits | Potency, µM (highest dose often 57 µM), for inactives: at the highest dose activity change, negative = inhibition, hits mostly inhibitors | HEK-293 ATXN2-luciferase reporter, luminescence, 24 h; note: % is set by controls: 0 for no effect and ±100 for the full control effect; nearly all actives have a fitted effect of over 55% in size
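qHTS (up to 57 uM final) was run with 24 h compound exposure of reporter cells at 37 °C. Each well was multiplexed: SteadyGlo luminescence measured ATXN2-luciferase expression after a fluorogenic Gly-Phe-AFC viability readout (25 uM final).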
EPAC2 antag: antagonists of human EPAC2 | Q8WZA2 | EPAC2 GEF exchange of Rap1B-BODIPY-GDP, fluorescence | Potency, µM (top dose mostly 114 µM), without a hit: at the highest dose activity, negative = inhibition, actives largely listed as inhibitors | 360,000 compounds, 0.18% hits | AID 720708; note: % is set by controls: 0 for no effect and ±100 for the full control effect; nearly all actives have a fitted effect of over 45% in size; many of its hits are not listed in these tables
Target sequence (Q8WZA2 whole entry, looked up): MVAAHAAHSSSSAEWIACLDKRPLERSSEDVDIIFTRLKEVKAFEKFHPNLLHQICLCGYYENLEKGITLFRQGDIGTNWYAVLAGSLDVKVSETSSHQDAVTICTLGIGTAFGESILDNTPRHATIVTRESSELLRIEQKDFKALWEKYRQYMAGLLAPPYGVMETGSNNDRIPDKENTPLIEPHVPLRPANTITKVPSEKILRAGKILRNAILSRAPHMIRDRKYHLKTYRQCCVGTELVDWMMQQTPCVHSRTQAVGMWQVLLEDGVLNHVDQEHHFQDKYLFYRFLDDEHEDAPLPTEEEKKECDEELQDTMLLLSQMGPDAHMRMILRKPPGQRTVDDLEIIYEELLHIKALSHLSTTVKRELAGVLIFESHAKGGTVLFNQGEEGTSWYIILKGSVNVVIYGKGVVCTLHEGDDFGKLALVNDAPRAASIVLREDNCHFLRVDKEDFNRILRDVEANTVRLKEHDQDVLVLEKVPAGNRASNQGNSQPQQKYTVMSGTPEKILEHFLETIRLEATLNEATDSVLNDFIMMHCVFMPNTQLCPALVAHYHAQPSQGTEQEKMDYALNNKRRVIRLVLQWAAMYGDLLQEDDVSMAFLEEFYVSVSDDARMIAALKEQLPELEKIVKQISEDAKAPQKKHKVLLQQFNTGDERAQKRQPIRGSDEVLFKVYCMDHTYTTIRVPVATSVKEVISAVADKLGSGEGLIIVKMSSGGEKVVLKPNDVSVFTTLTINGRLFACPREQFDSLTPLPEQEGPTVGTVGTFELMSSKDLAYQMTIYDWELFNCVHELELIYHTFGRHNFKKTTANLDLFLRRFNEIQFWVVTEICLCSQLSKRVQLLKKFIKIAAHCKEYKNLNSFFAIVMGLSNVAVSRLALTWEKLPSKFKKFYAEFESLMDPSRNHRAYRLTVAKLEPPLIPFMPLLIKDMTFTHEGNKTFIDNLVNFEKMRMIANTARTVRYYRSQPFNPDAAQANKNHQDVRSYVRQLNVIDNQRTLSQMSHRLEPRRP
* marks the source's active call; other numbers are inactive results; i = inactive; ? = inconclusive; · = no result given; & = joins results of further samples; [ ] = another dose, or the depositor's remark. Calls come from the whole dose curve; as a rule, active = well fitted curve in the direction sought with a large enough effect; inconclusive = small, poorly fitted or top-dose-only effect, or another doubt; inactive = no such curve, though single readings can be large; an effect the other way counts as inactive or inconclusive. Potency is the fitted concentration of half-maximal effect.

SMILES	Nrf2 inh	S2 tox	Nrf2 ARE act	HepG2 tox	A549 viability	MCF10A rereplic	TGFb inhibitor	ATXN2 expr inh	EPAC2 antag
Fc1ccc(-c2ccc3nccn3c2)cc1Cl	·	i	2.7%	-2%	·	·	10%	6%	?
CCn1c(SCc2cccc(F)c2)nnc1-c1cccnc1	13%	i	-0.3%	3%	9%	0%	-1%	-3%	6%
Cc1cc(Cl)ccc1OC(C)C(=O)Nc1cccc(S(=O)(=O)N2CCOCC2)c1 (configuration not stated)	·	i	0.4%	-4%	·	·	-13%	·	-10%
COc1ccc(-c2ccc(-c3noc(-c4cccc(OC)c4)n3)c(OC)n2)cc1	19%	i	-0.7%	-25%	16%	-4%	0%	-27%	11%
Cc1ccc(NC(=O)C(Nc2cccc(C)c2)c2ccccc2)cc1 (configuration not stated)	23%	·	2.7%	-29%	7%	-7%	?	·	-8%
CCOC(=O)c1c(C)c(C)n2c1NC(=O)C2	·	?	0.5%	4%	·	·	34%	7%	3%
c1ccc(C2CC(c3ccccc3)n3c(nc4ccccc43)N2)cc1 (configuration not stated)	2%	i	3.6%	17%	0%	-4%	11%	-9%	1%
C[C@H](CO)N1C[C@H](C)[C@@H](CN(C)S(=O)(=O)c2ccccc2)Oc2c(NC(=O)CCC(F)(F)F)cccc2C1=O	5%	i	0.7%	-5%	-2%	-2%	12%	10%	-5%
CCCCC(=O)N(C)c1c(C)nc2ccc(C(=O)N(CC)CCN(C)C)cn12	·	i	0.5%	2%	·	·	0%	2%	-4%
CCCCN(CC)CCCNC(=O)c1nn(C)c2c1CS(=O)(=O)c1ccccc1-2	3%	?	-0.9%	2%	-4%	·	10%	2%	·
COc1ccc(-c2csc(NC(=O)c3cccc(S(=O)(=O)N4CCN(C)CC4)c3)n2)cc1	15µM*	·	2.4%	-29%	-13%	?	?	·	-3%
C[C@@H]1CN([C@H](C)CO)C(=O)c2cc(Br)cnc2O[C@H]1CN(C)Cc1cccnc1	·	i	-1.1%	-11%	·	·	13%	-7%	9%
COC(=O)c1cn(CC(=O)N2C(C)CCCC2C)c2ccccc12 (configuration not stated)	-8%	i	-0.4%	-18%	-13%	?	-4%	-11%	-3%
O=C(Nc1ccc2c(c1)OCO2)c1ccc(COc2ccc3c(c2)CCC3)o1	?	i	0.6%	-8%	-6%[1.84 µM]	?	-15%	21%	-10%
CC(C)Cn1c2c(c(O)c(C(=O)Nc3ncccc3O)c1=O)CCCC2	11%	i	-0.9%	-20%	4%	?	?	-32%	-1%
CCCc1nnc(SCC(=O)Nc2ccccc2Cl)n1CC1CCCO1 (configuration not stated)	5%	i	0.2%	-74%	2%	9%	8%	-1%	-2%
CCOc1ccc(N2CC(=O)N/C2=N\c2nc(C)cc(C)n2)cc1	12%	i	0.2%	5%	1%	2%	-12%	-3%	-4%
O=c1[nH]c(Nc2ccc(F)cc2)cc2ccccc12	?	i	11%	-15%	-11%	-2%	?	0%	?
Cc1onc(-c2c(F)cccc2Cl)c1C(=O)OCc1cnc(Cl)s1	7%	i	0.1%	3%	12%	?	-3%	-33%	?
COc1cc(Nc2nc3ccc(Cl)cc3nc2-n2nc(C)cc2C)cc(OC)c1	1%	i	-1.2%	-8%	1%	·	?	-10%	·
Cc1ccc(-c2csc3ncnc(Oc4cccc5ccc(C)nc45)c23)cc1	-11%	i	-1.2%	-2%	-8%	14%	2%	·	?
C=CCNc1ncnc2c1ncn2[C@H]1CN(Cc2ccc(F)cc2)C[C@@H](CO)O1	·	i	-1.2%	4%	·	·	-6%	3%	-12%
S=C(Nc1ccccc1Cl)N1CCN(c2ccccn2)CC1	?	i	-0.3%	-6%	-2%	2%	-9%	-1%	2%
COc1ccc(NCc2nnc(SCCN3CCCCC3)n2-c2ccc(C)cc2)cc1	-2%	i	0.4%	-11%	0%	-4%	24%	·	4%
COc1cc(NC(=O)CCNC(=O)Cn2cnc3ccccc3c2=O)cc(OC)c1OC	-7%&-10%	i	-1.1%&0.1%	-22%&-3%	6%&1%	0%	-8%&1%	0%&-4%	-2%

Next section; it opens with the five that closed the last part.
SMILES	Nrf2 inh	S2 tox	Nrf2 ARE act	HepG2 tox	A549 viability	MCF10A rereplic	TGFb inhibitor	ATXN2 expr inh	EPAC2 antag
Cc1ccc(-c2csc3ncnc(Oc4cccc5ccc(C)nc45)c23)cc1	-11%	i	-1.2%	-2%	-8%	14%	2%	·	?
C=CCNc1ncnc2c1ncn2[C@H]1CN(Cc2ccc(F)cc2)C[C@@H](CO)O1	·	i	-1.2%	4%	·	·	-6%	3%	-12%
S=C(Nc1ccccc1Cl)N1CCN(c2ccccn2)CC1	?	i	-0.3%	-6%	-2%	2%	-9%	-1%	2%
COc1ccc(NCc2nnc(SCCN3CCCCC3)n2-c2ccc(C)cc2)cc1	-2%	i	0.4%	-11%	0%	-4%	24%	·	4%
COc1cc(NC(=O)CCNC(=O)Cn2cnc3ccccc3c2=O)cc(OC)c1OC	-7%&-10%	i	-1.1%&0.1%	-22%&-3%	6%&1%	0%	-8%&1%	0%&-4%	-2%
C=CCOc1ccc(/C=N/NC(C)=O)cc1OCC	14%	i	0.7%	17%	1%	3%	2%	0%	5%
CCCOc1ccc(N2C(=O)CC(NCCNc3ccc([N+](=O)[O-])cn3)C2=O)cc1 (configuration not stated)	7%	i	0.1%	3%	-8%	0%	0%	-20%	-5%
O=C1CCCC2=C1C(c1ccc(Cl)cc1)N1C(=O)CCSC1=N2 (configuration not stated)	-9%	i	4.3%	1%	0%	-13%	-19%	-4%	0%
C=Cc1ccc(Cn2c(C)c(CNCc3cccc(Br)c3)c(C(=O)O)c2C)cc1	11%	i	-1.1%	4%	1%	·	-2%	2%	·
O=C(NCCO)c1cccc(-c2cnc3cccnn23)c1	·	i	7.8%	-26%	·	·	-5%	9%	16%
Cc1cccc(C)c1-n1nnnc1C1(C)CCC(=O)N1CCCn1ccnc1 (configuration not stated)	·	i	0.6%	·	·	·	·	19%	2%
COc1ccc(-n2ncc3c2CC(C)(C)CC3NC(=O)c2oc(C)cc2C)cc1 (configuration not stated)	-26%	i	-0.5%	-1%	-12%	6%	3%	-14%	13%
O=C(CCCCC(=O)Sc1ccccc1)Sc1ccccc1	-19%	i	3.7%	-27%	-3%	1%	-10%	-6%	-8%
CC(C)(C)C1c2[nH]c3ccccc3c2CCN1CCCn1cccn1 (configuration not stated)	-20%	i	-1.0%	-6%	-3%	2%	0%	-8%	-6%
COc1ccc(N2CCN(C(=O)c3c(-c4c(F)cccc4Cl)noc3C)CC2)cc1	-15%	?	-1.8%	-6%	-2%	-1%	-24%	-5%	9%
Oc1c(Br)cc(Br)cc1C=Nc1ccc2[nH]ncc2c1	-3%	i	-0.9%	-21%	11%	6%	?	·	-19%
COC(=O)c1ccc(NC(=O)c2ccc[n+]([O-])c2)cc1	13%	i	0.6%	11%	10%	12%	-1%	2%	-6%
COc1cccc(CN(C)C(=O)c2ccc(COc3ccc(Cl)cc3)cc2)c1OC	?	?	5.7%	-8%	-7%	?	?	-18%	-15%
CCOCCCNC(=O)CNC(=S)N(Cc1ccccc1F)C1CCCCC1	·	i	-0.4%	-4%	-2%	-4%	-5%	0%	1%
COC(=O)c1ccc(/C=N/OCC(=O)Nc2cc(F)ccc2F)cc1	-5%	i	-0.1%	-13%	-2%	5%	-9%	-9%	0%
CCC(Cc1ccccc1)NC(=O)/C=C/c1ccco1 (configuration not stated)	10%	?	18%	-6%	-2%	?	0%	5%	4%
O=C(O)c1[nH]c(-c2ccccc2)c2c1C(=O)N(C1CC1)C2=O	·	i	0.1%	-20%	·	·	-2%	10%	-17%
Oc1ccc(-c2[nH]ncc2-c2cccc3cccnc23)c(O)c1	11%	i	0.4%	-11%	-10%	-29%	-23%	-6%	1%
CCCCCCCC(=O)NNC(=O)CC(=O)Nc1ccccc1C(=O)O	15%	i	2.1%	-4%	-3%	-6%	-16%	-3%	-1%
O=C(Nc1ccc2ccccc2n1)c1ccccc1Br	?	i	11µM*	-11%	0%	5%	0%	70%[activator]	-24%
CC(C)(Oc1ccc(Cl)cc1)C(=O)NNC(=O)c1ccc(Br)o1	15%	i	4.0%	-3%	-1%	-3%	-3%	1%	-7%
O=C(Nc1ccccc1)C1C(c2ccccc2)C1(Cl)Cl (configuration not stated)	?	i	-0.1%	-2%	1%	13%	3%	-11%	-3%
CC(Sc1nncs1)C(=O)Nc1ccc(S(=O)(=O)Nc2ncccn2)cc1 (configuration not stated)	-4%	i	-1.0%	-26%	4%	-3%	2%	·	0%
COc1ccc2nc(N3CCC(C)CC3)c(C#N)cc2c1	6%	·	2.9%	-5%	8%	5.8µM*	11%	51%[activator]	-29%
CCc1ccccc1NC(=O)CN(c1cccc(C)c1C)S(C)(=O)=O	-1%	i	0.5%	1%	-8%	·	8%	7%	·

(continued)
SMILES	Nrf2 inh	S2 tox	Nrf2 ARE act	HepG2 tox	A549 viability	MCF10A rereplic	TGFb inhibitor	ATXN2 expr inh	EPAC2 antag
O=c1oc2ccc(C#CC3(O)CCCCC3)cc2cc1-n1cc(-c2ccsc2)nn1	14%	i	12%	5%	0%	-6%	?	0%	11%
CCOc1ccc(N(CC(=O)NCCOc2ccccc2OC)S(=O)(=O)c2ccccc2)cc1	-10%	i	0.8%	5%	-9%	13%	?	-6%	4%
C=CCNC(=S)NNC(=O)c1ccc(=O)n(Cc2ccccc2)c1	-1%	i	-0.8%	-9%	1%	1%	-3%	-1%	-9%
N#Cc1ccc(OCc2nnc(SCC(=O)c3ccccc3)n2-c2ccccc2)cc1	-1%	i	0.0%	17%	8%	?	-13%	-13%	-4%
Cc1ccc(NC(=O)Nc2ccccc2C#N)c(Cl)c1	-2%	i	-0.8%	-1%	1%	0%	12%	-5%	4%
O=C(NCc1ccccc1)C1=C[C@@H](c2ccccc2)C[C@@H](OCc2ccc(CO)cc2)O1	-19%	i	0.3%	-7%	1%	?	-15%	15%	-10%
COc1ccc(-c2cn[nH]c2N)cc1	-3%	i	2.2%	-30%	-12%	-1%	10%	0%	1%

Some of the compounds tested. The share of hits here may be higher or lower than overall.
